tim10-1 inh: growth inhibitors of tim10-1 mutant yeast, primary screen, luminescence, uHTS; S. cerevisiae tim10-1 ts strain growth, BacTiter-Glo, 24 h; inhibition, % at 20 µM; 330,000 tested, 2.2% active; AID 463190, 2010;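 active = inhibition of at least 40%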;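 also: mutant grown at 25 °C; 0% = DMSO wells with yeast and 100% = wells holding no yeast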
TIM10 inh: growth inhibitors of isogenic TIM10 control yeast, primary screen, counter-screen for tim10-1 yeast inhibitor project, luminescence, uHTS; S. cerevisiae TIM10 strain growth, BacTiter-Glo luminescence, 24 h; inhibition, % at 10 µM; 330,000 tested, 1.4% active; AID 463195, 2010;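 active = inhibition of 40% or more at the single tested concentration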;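 also: wild-type TIM10 isogenic control strain grown at permissive 25 °C; 0% = DMSO yeast wells and 100% = minimal medium wells without yeast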
A3A deaminase: APOBEC3A ssDNA deaminase inhibitors, primary screen, selectivity assay for APOBEC3G inhibitor project, biochemical, FAM/TAMRA oligo cleavage fluorescence; inhibition, % at 20 µM; DNA dC->dU-editing enzyme APOBEC-3A (Homo sapiens), P31941; 330,000 tested, 0.41% active; recombinant A3A, FAM/TAMRA ssDNA deamination fluorescence; AID 493011, 2011;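 active = at least 40% inhibition at 20 µM here, with at most 30% in a related deaminase screen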;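 also: plate controls were A3A with DMSO for no effect and wells lacking A3A enzyme for full effect; some results filed as inactive read as strong as hits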
Target sequence (P31941 whole entry, looked up): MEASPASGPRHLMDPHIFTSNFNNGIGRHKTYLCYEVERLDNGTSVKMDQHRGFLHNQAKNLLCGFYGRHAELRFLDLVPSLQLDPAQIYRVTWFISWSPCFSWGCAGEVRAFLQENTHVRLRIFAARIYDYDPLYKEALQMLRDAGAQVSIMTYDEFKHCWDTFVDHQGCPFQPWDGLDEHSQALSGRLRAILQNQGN
MIN6 prolif: inducers of MIN6 beta-cell proliferation, primary screen, ATP luminescence, uHTS | MIN6 cells proliferation, ATPlite luminescence, 48 h; cells starved in 0.2% serum; 100% = growth in 10% serum | proliferation, % at 10 µM | 330,000 tested, 0.29% active | AID 2380, 2010;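 active = compounds whose signal lies at least 3.5 SD above the mean of all wells on their plate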;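 also: 0% = DMSO-treated cells in low-serum medium and 100% = 10% serum control; some compounds called inactive have numbers as strong as hits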
hIAP inh: human IAP inhibitors, primary screen, biochemical, luminescence, uHTS. Intestinal-type alkaline phosphatase (Homo sapiens), P09923. purified IAP, CDP-Star luminescence, 30 min. inhibition, % at 10 µM. 330,000 tested, 0.12% active. AID 2544, 2010;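 active = inhibition reaching a set limit with compound at 10 µM in the primary screen, cut at about 35% in these data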;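 also: plate controls were DMSO wells with enzyme for no effect and no-enzyme buffer wells for full effect; values of inactives mirror those of a sister screen read the other way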
Target sequence (P09923 whole entry, looked up): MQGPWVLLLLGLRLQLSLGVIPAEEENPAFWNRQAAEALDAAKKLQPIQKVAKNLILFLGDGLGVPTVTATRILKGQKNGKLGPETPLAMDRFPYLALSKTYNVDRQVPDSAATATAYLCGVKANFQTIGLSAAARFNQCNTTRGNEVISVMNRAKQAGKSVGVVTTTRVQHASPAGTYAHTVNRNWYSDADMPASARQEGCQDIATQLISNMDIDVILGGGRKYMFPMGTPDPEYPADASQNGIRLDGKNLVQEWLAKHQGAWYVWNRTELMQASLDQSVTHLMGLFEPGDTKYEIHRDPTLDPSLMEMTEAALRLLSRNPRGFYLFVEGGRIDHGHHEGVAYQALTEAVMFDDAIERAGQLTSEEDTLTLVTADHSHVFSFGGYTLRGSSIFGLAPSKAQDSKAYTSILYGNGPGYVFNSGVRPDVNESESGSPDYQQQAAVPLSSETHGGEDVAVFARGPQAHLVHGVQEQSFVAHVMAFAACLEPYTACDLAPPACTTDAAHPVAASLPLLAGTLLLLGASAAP
A3G deaminase: APOBEC3G DNA deaminase inhibitors, primary screen, biochemical, fluorescence, single-stranded DNA substrate, uHTS. DNA dC->dU-editing enzyme APOBEC-3G (Homo sapiens), Q9HC16. 330,000 tested, 0.28% active. inhibition, % at 20 µM. recombinant A3G, ssDNA deamination FAM/TAMRA fluorescence;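 active = inhibition of at least 40% at 20 µM, with no more than 30% in the related APOBEC3A deaminase screen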;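 also: plate controls were DMSO wells with A3G for no effect and wells lacking A3G enzyme for full effect; some compounds called inactive have numbers as strong as hits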
NALP3 yeast inh: NALP3 inflammasome inhibitors in reconstituted yeast, primary screen, luminescence, uHTS. Yeast reconstituted NLRP3/ASC/caspase-1, beta-gal luminescence, 24 h. inhibition, % at 10 µM. 330,000 tested, 0.39% active. AID 2825, 2010;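 active = inhibition of 50% or more; inactive = inhibition below 50%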;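 also: plate controls were induced DMSO wells for no effect and uninduced yeast grown without galactose for full effect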
mIAP act: activators of mouse IAP, primary screen, biochemical, luminescence, uHTS | muIAP, CDP-Star luminescence, 30 min; stronger effect = higher value; 1 = vehicle-only enzyme signal, 0 = enzyme-free wells | activation factor at 10 µM | 330,000 tested, 0.24% active;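 active = activation factor of at least 2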; also: the source names both 10 and 20 µM as test concentration; values of inactives mirror those of a sister screen read the other way
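Assay system: mouse IAP enzyme; reagent: chemiluminescent substrate CDP-Star; dosing: test compounds delivered from DMSO solution; schedule: 30 min at room temperature; measured by: luminescence from enzymatic CDP-Star hydrolysis; controls: DMSO-only wells and no-enzyme negative control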
mIAP block: inhibitors of mouse IAP, primary screen, biochemical, luminescence, uHTS | intestinal alkaline phosphatase [Mus musculus] | purified mouse IAP, CDP-Star luminescence, 30 min | inhibition, % at 10 µM | 330,000 tested, 0.2% active | AID 2806, 2010;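 active = inhibition of at least 40% at 10 µM in the primary screen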;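 also: plate controls were DMSO with enzyme for no effect and no enzyme wells for full effect; values of inactives mirror those of a sister screen read the other way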
Active calls of the source: *.

SMILES	tim10-1 inh	TIM10 inh	A3A deaminase	MIN6 prolif	hIAP inh	A3G deaminase	NALP3 yeast inh	mIAP act	mIAP block
O=C(c1ccco1)N1CCN(S(=O)(=O)c2cccc3nsnc23)CC1	22	3	2	0	-3	0	2	0.95	5
Oc1c(Cl)cc(Cl)cc1/C=N/c1nc(-c2ccc(Cl)cc2)cs1	34	28	-3	2	12	-3	12	0.88	12
Cc1ccccc1/C=C/c1cccc[n+]1C	-6	-11	84*	-3	-10	15	1	0.94	6
CCN(CC(=O)NC(C)(C)C)Cc1cc(=O)n2c(-c3ccccc3)csc2n1	2	8	5	-1	7	-7	16	0.95	5
CC12CN(S(=O)(=O)c3ccccc3)CC(C)(CN(S(=O)(=O)c3ccccc3)C1)C2	9	4	1	-3	-10	-2	9	0.93	7
Cc1ccc2c(=O)cc(C(F)F)oc2c1	-25	-22	-7	-3	15	-9	2	0.95	5
CC(=O)N1CCN(S(=O)(=O)c2cccc(C(=O)Nc3nccs3)c2)CC1	-9	10	4	-1	6	-4	10	1.1	-9
Cc1cnc(C(=O)OCC(=O)NC(C)c2ccccc2)cn1 (stereo not given)	5	-2	0	1	5	-4	-5	1	0
Cc1c(Cl)cccc1NC(=O)CCC(=O)NNC(=O)c1ccccc1Cl	32	-9	-2	-1	7	-8	9	0.75	25
O=S(=O)(NCC1CCCO1)c1cccc2nsnc12 (stereo not given)	11	1	-2	2	25	-5	0	0.97	3
Cc1cccc(N2C(=O)C3C4C=CC(CC4)C3C2=O)c1 (stereo not given)	7	-7	-8	1	24	-8	4	1	-2
O=C(NCc1ccco1)c1cc2c(s1)CSC2	4	-2	59	-2	5	36	16	0.55	45*
CCCC(C(=O)NCC1CCCO1)N(Cc1ccco1)C(=O)CNS(=O)(=O)c1ccccc1 (stereo not given)	-4	-18	-4	-1	2	-5	24	1.1	-6
CCN(C(=O)CSc1nc2ccccc2c(=O)n1-c1ccccc1F)C1CCS(=O)(=O)C1 (stereo not given)	10	2	-4	0	5	-8	-5	1	-1
COc1ccc(Cl)cc1C(=O)NCC(c1ccco1)N(C)C (stereo not given)	1	-2	1	6	10	-4	19	1	-4
Cc1cc(C)nc(N2CCCC(C(=O)NCc3ccccc3F)C2)n1 (stereo not given)	1	-5	-2	0	-10	0	16	0.92	8
Cc1ccccc1C1c2[nH]c3ccccc3c2C[C@H]2C(=O)N(C3CCN(Cc4ccccc4)CC3)CC(=O)N12 (stereo not given in full)	3	3	-2	-6	11	-6	21	1	-1
CCOC(=O)c1cc(CC)sc1/N=C/C1C(=O)CC(C)(C)CC1=O	18	-14	-3	1	-1	-4	6	0.96	4
O=S(=O)(NCc1cccs1)c1ccc(Br)s1	29	18	0	5	4	-10	16	0.91	9
CCc1ccc(S(=O)(=O)Nc2cc3c(cc2N2CCCCC2)n(C)c(=O)c(=O)n3C)cc1	9	18	-7	1	-16	-5	0	0.97	3
CCc1ccccc1NC(=O)COc1cccc(-n2cnnn2)c1	4	-1	1	1	0	-7	19	1	0
CCOC(=O)CC1(C)SC(NC(C)=O)=NN1C(C)=O (stereo not given)	8	1	-4	0	-1	-9	2	0.89	11
N#CC1=C(N)NC(SCC(=O)Nc2ccc(Br)cc2)=C(C#N)C12CCCCC2	5	12	-4	-7	-2	-6	1	0.8	20
CCSC1=NCCN1C(=O)Cc1ccc(-c2ccccc2)cc1	77*	76*	0	-1	-4	-2	-3	0.98	2
O=C(CCc1nc2ccccc2c(=O)[nH]1)NNC(=O)c1ccc(F)cc1	-4	4	-6	5	-6	-7	10	0.87	13
C=CCN(c1cccc(C(F)(F)F)c1)S(=O)(=O)c1cccc(C(=O)OCC(=O)NC(N)=O)c1	20	-17	-4	0	1	-10	5	1	-4
CCN(CC)c1ccc(/C=N/NC(=O)c2ccccn2)cc1	22	4	-2	-3	-4	-8	30	0.93	7
COc1ccc(-c2coc3cc(OC4OC(CO)C(O)C(O)C4O)ccc3c2=O)cc1 (stereo not given)	-12	4	-2	-3	6	-7	1	0.95	5
COc1cc(-n2c(=O)c3ccccc3n(CC(=O)c3ccc(F)cc3)c2=O)cc(OC)c1OC	-7	1	-6	1	-8	-5	6	0.95	5
COc1ccc2cc(CCNC(=O)c3ccc4c(c3)OCO4)c(=O)[nH]c2c1	14	9	-3	-4	6	-7	9	0.97	3
COCCn1c(=O)[nH]c2cc(C(=O)N3CCN(c4ccc(Cl)cc4)CC3)ccc2c1=O	-20	-5	-4	-1	5	-9	9	1	-3
Cc1ccc(C)c2c1cc(C)c1nnc(SCC(=O)Nc3cccc(C(=O)O)c3)n12	2	5	3	-5	-7	25	4	0.88	12
CC(NC(=O)c1ccc(OC2CCN(Cc3ccccn3)CC2)cc1)c1nccs1 (stereo not given)	9	1	-1	1	5	12	9	1	-2
Cc1csc(NC(=O)CSc2nnc(Cn3c(=O)sc4ccccc43)n2-c2ccccc2)n1	-3	1	-4	-3	16	-7	-1	0.83	17
O=C(COC(=O)CN1C(=O)NC2(CCCC2)C1=O)NCc1ccc(Cl)cc1Cl	-12	-3	0	-4	-12	4	12	1	-4
Cc1ccc(C(=O)OCC(=O)N2CCC(C)CC2)cc1S(=O)(=O)N1CCCCC1	0	8	-5	2	-6	-9	-1	0.92	8
CC(=O)c1c(C(C)=O)c(C)n(NC(=O)c2ccccc2Cl)c1C	9	-5	-1	-2	18	-6	-4	0.95	5
CN(C(=O)c1ccc(NC(=O)Cc2ccc(NC(=O)C3CCCN(C(=O)C4CCCCC4)C3)cc2)cc1)C1CC1 (stereo not given)	13	6	0	-2	8	-8	-12	1.2	-20
CCOC(=O)C(=CNNc1cccc(Cl)c1)C(=O)OCC	41*	27	-2	0	-1	-10	10	0.93	7
COC(=O)C1=C(C(=O)OC)C(c2cc([N+](=O)[O-])ccc2O)c2sc(=O)[nH]c2S1 (stereo not given)	5	4	4	-1	9	0	8	0.66	34

Part of the list above in another layout.
Values in the order – tim10-1 inh, TIM10 inh, A3A deaminase, MIN6 prolif, hIAP inh, A3G deaminase, NALP3 yeast inh, mIAP act, mIAP block
- N#CC1=C(N)NC(SCC(=O)Nc2ccc(Br)cc2)=C(C#N)C12CCCCC2
    5, 12, -4, -7, -2, -6, 1, 0.8, 20
- CCSC1=NCCN1C(=O)Cc1ccc(-c2ccccc2)cc1
    77*, 76*, 0, -1, -4, -2, -3, 0.98, 2
- O=C(CCc1nc2ccccc2c(=O)[nH]1)NNC(=O)c1ccc(F)cc1
    -4, 4, -6, 5, -6, -7, 10, 0.87, 13
- C=CCN(c1cccc(C(F)(F)F)c1)S(=O)(=O)c1cccc(C(=O)OCC(=O)NC(N)=O)c1
    20, -17, -4, 0, 1, -10, 5, 1, -4

An excerpt from above in order of number of heavy atoms, falling:
SMILES	tim10-1 inh	TIM10 inh	A3A deaminase	MIN6 prolif	hIAP inh	A3G deaminase	NALP3 yeast inh	mIAP act	mIAP block
COCCn1c(=O)[nH]c2cc(C(=O)N3CCN(c4ccc(Cl)cc4)CC3)ccc2c1=O	-20	-5	-4	-1	5	-9	9	1	-3
COC(=O)C1=C(C(=O)OC)C(c2cc([N+](=O)[O-])ccc2O)c2sc(=O)[nH]c2S1 (stereo not given)	5	4	4	-1	9	0	8	0.66	34
CCOC(=O)C(=CNNc1cccc(Cl)c1)C(=O)OCC	41*	27	-2	0	-1	-10	10	0.93	7

Entries of single compounds as entered above. Order of screens: tim10-1 inh | TIM10 inh | A3A deaminase | MIN6 prolif | hIAP inh | A3G deaminase | NALP3 yeast inh | mIAP act | mIAP block
Results for O=C(COC(=O)CN1C(=O)NC2(CCCC2)C1=O)NCc1ccc(Cl)cc1Cl → -12 | -3 | 0 | -4 | -12 | 4 | 12 | 1 | -4
Results for CCOC(=O)C(=CNNc1cccc(Cl)c1)C(=O)OCC → 41* | 27 | -2 | 0 | -1 | -10 | 10 | 0.93 | 7
Results for Cc1ccc(C)c2c1cc(C)c1nnc(SCC(=O)Nc3cccc(C(=O)O)c3)n12 → 2 | 5 | 3 | -5 | -7 | 25 | 4 | 0.88 | 12

Other results follow.
SMILES	tim10-1 inh	TIM10 inh	A3A deaminase	MIN6 prolif	hIAP inh	A3G deaminase	NALP3 yeast inh	mIAP act	mIAP block
COCc1c(C(=O)N2CCc3ccccc32)oc2ccccc12	0	24	-3	1	20	-13	20	0.92	8
O=C(CN1CCN(C(=O)C2COc3ccccc3O2)CC1)Nc1ccccc1 (stereo not given)	-4	3	1	0	40*	-3	25	0.91	9
COCCN(CC(=O)NCC1CCCO1)C(=O)CCC(=O)Nc1cc(C)on1 (stereo not given)	-4	3	1	0	9	3	4	0.96	4
NS(=O)(=O)c1ccc(CCNS(=O)(=O)c2cccs2)cc1	-22	6	-1	-2	0	-1	8	0.97	3
O=C(NCc1cc([N+](=O)[O-])ccc1O)c1cccnc1Sc1ccccc1Cl	28	6	-1	-4	-2	1	15	0.96	4
Cc1ccc(NC(=O)C(C)OC(=O)Cc2c[nH]c3ccccc23)cc1 (stereo not given)	8	5	-4	-4	14	-10	3	0.96	4
Cc1nc(-c2cccnc2)sc1C(=O)Nc1ccc(Cl)cc1	39	-19	1	5	4	1	17	1	-2
CCOC(=O)C(C)c1c(C(=O)c2ccc(C)nc2)c2ccccc2n1C (stereo not given)	20	14	-7	-2	6	-8	5	1.1	-6
CCCN1C(=O)C(O)(C/C(C)=N/O)c2ccccc21 (stereo not given)	3	0	-12	6	8	-4	5	0.96	4
O=C(CNS(=O)(=O)c1c(Cl)cccc1Cl)N1CCCCCC1	20	10	-2	-2	-7	-1	7	1	-1
Cc1ccc(NC(=O)Nc2cccs2)cc1	-43	-2	2	-5	10	2	13	0.99	1
COc1ccc(OC)c(S(=O)(=O)Nc2ccc(O)c(Sc3ncn[nH]3)c2)c1	-1	5	1	0	17	-1	1	0.5	50*
CN(CC(=O)NCCc1ccc(S(N)(=O)=O)cc1)S(=O)(=O)c1cccc2nsnc12	3	-4	-8	-2	3	-5	5	1	-4
CCCNC(=O)NC(=O)CSc1cccc(C(F)(F)F)c1	5	3	3	-3	11	2	7	0.93	7
C=C1C[C@H]2[C@@H]3CCc4cc(OC)ccc4[C@H]3CC[C@]12C	-6	5	-2	-9	8	-7	4	0.91	9
Cc1ccc(S(=O)(=O)c2c(C)nn(C(C)(C)C)c2OC(=O)c2ccc(Br)o2)cc1	50*	42*	2	-4	-27	-2	45	0.99	1

Source: PubChem BioAssay (Sanford-Burnham Center for Chemical Genomics)
